# ASAP1 GAP inh = inhibitors of human ASAP1 ArfGAP activity. 360,000 tested, 0.19% active. AID 624377. ASAP1-stimulated ARF1 GTP hydrolysis, GDP FP detection. inhibition, % at 16.5 µM; in the data active = inhibition above about 25%;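 note: 0% = vehicle with enzyme and substrate and 100% = no enzyme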
# HTRA1 inhibitor = blocks human HTRA1 serine peptidase. recombinant HTRA1, FP-rhodamine activity-based probe, fluorescence polarization. inhibition, % at 5.96 µM. Q92743. 340,000 tested, 0.5% active. AID 504803; in the data active = inhibition above about 36%;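 note: 0% = enzyme with DMSO and 100% = wells lacking enzyme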
# Rev-erbA mod = Rev-erb alpha (human) modulation | P20393 | Rev-erbα–FITC-DNA binding, fluorescence polarization, 90 min | activity, % at 10 µM | 370,000 tested, 0.79% active | AID 1259318;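 active = activity above about 14%, limit read from the data; passing the limit was not always enough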;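 note: 0% = DMSO wells with 35 nM protein and 100% = DMSO wells with 750 nM protein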
# rCAG binder = molecules binding r(CAG) RNA repeats; r(CAG) RNA repeat, TO-PRO-1 dye displacement fluorescence; inhibition, % at 3 µM; 370,000 tested, 1.3% active;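 active = inhibition above the plate cutoff, the mean of all test compounds on that plate plus 3 SD, cut at about 35% in these data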;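 note: 0% = DMSO alone and 100% = 100 µM mitoxantrone as full dye displacement; higher means more dye released from RNA so lower well fluorescence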
# PG9 Ab binder = binds the HIV-1 gp120 antibody PG9; TR-FRET gp120-PG9 antibody binding; inhibition, % at 6.7 µM; 360,000 tested, 0.43% active; AID 624416; in the data active = inhibition above about 8.5%
# GC-B act = GC-B (human) receptor activation; P20594; HEK293-GC-B cells, CNP EC30, cGMP TR-FRET; 0% at EC30 CNP, 100% saturating CNP; activation, % at 10 µM; 370,000 tested, 0.11% active;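 active = activation at 10 µM reaching about 35% in either raw or pattern-adjusted values, limit read from the data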
# Target sequence (P20594 whole entry, looked up): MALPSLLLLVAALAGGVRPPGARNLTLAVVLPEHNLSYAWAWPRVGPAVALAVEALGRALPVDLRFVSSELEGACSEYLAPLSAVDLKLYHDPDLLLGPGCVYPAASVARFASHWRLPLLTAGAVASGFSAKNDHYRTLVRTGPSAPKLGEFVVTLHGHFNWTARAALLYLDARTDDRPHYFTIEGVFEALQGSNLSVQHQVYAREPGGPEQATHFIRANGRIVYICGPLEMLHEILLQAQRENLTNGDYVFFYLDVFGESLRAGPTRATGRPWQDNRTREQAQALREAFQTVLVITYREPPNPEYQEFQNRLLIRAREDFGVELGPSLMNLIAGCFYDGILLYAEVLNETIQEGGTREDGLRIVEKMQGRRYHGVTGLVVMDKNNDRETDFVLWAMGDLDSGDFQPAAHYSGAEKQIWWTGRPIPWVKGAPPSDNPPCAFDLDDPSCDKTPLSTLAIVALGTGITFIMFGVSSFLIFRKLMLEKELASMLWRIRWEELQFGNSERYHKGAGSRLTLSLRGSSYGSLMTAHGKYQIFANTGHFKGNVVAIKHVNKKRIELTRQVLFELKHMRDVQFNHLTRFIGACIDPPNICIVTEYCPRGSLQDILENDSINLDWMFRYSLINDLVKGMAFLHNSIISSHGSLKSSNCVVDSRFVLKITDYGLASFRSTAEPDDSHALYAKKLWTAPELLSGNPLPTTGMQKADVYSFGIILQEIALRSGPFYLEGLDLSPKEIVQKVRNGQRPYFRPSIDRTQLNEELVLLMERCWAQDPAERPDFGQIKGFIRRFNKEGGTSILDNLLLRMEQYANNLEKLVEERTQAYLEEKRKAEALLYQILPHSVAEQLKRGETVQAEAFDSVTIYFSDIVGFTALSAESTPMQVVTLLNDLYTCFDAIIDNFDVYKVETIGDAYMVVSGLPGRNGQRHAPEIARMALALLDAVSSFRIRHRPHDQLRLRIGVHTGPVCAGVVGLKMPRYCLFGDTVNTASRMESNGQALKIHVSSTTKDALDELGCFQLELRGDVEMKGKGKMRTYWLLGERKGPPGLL
# SMARCA2 act = SMARCA2 function activation, primary screen; MG213 cells, MMTV-luciferase reporter, dexamethasone, overnight; 370,000 tested, 1% active; AID 652017; activation, % at 9.1 µM; in the data active = activation above about 7.8%;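 note: 0% = vehicle wells and 100% = reference activator wells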
# ARFGAP1 inh = rat ARFGAP1 inhibition | Q62848 | Arfgap1-stimulated ARF1 GTP hydrolysis, GDP FP detection | inhibition, % at 16.5 µM | 360,000 tested, 0.26% active | AID 651572;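 active = inhibition above a per-plate limit, mean inhibition of low control wells plus 3 SD, cut at about 25% in these data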;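 note: 0% = DMSO wells with enzyme and 100% = wells lacking Arfgap1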
#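 Assay system: Rat Arfgap1 GAP domain (His6, aa 1-136), purified enzyme | Buffer or medium: HEPES 25 mM pH 7.5, NaCl 150 mM, MgCl2, DTT | Schedule: GTP hydrolysis reaction 2 h at 25 °C | Signal: FP of antibody-bound GDP Alexa 633 tracer, ex 620/em 688 nm | Measure: Percent inhibition of Arfgap1-stimulated GTP hydrolysis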
# mABHD4 FP = inhibitors of mouse ABHD4. purified mABHD4, FP-Rh probe fluorescence polarization. inhibition, % at 8.92 µM. 370,000 tested, 0.54% active;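 active = inhibition exceeding the mean over every tested compound plus 3 SD, cut at about 30% in these data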;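 note: 0% = plate median of compound wells and 100% = S159A mutant with DMSO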
#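 Test system: mABHD4 protein | Buffer or medium: HEPES pH 7.0 buffer, 150 mM NaCl, 0.01% Pluronic F-127 | Probe or stimulus: FP-Rh fluorescent activity-based probe, added after compound pre-incubation | Timing: Pre-incubation 45 min, probe exposure 60 min, at 25 °C | Technique: Fluorescence polarization, excitation 525 nm, emission 598 nm, BODIPY TMR filters | Repeats: Single well per compound (singlicate)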
# GC-A act = GC-A (human) enzyme activation; P16066; HEK293 GC-A cells, cGMP TR-FRET, EC30 ANP; 0% at EC30 ANP, 100% saturating ANP; activation, % at 10 µM; 370,000 tested, 0.14% active; in the data active = activation above about 40%
# Active calls of the source: *; x = no result given; & = joins results of further samples.
item	canonical_smiles	ASAP1 GAP inh	HTRA1 inhibitor	Rev-erbA mod	rCAG binder	PG9 Ab binder	GC-B act	SMARCA2 act	ARFGAP1 inh	mABHD4 FP	GC-A act
1	O=C(NCc1ccco1)c1cccc(S(=O)(=O)N2CCN(Cc3ccccc3)CC2)c1	-2	-2	3	2	0.8	7	-3	0	0	0
2	COc1ccc(NC(=O)c2sc(=O)n(Cc3cccc(C(F)(F)F)c3)c2C)cc1OC	5	x	5	0	-1.7	0	-2	-7	2	3
3	O=C(NCC1CCCO1)c1cc2c(s1)CCCC2 (stereo unspecified)	1	2	5	3	-2.6	0	11*	-4	-21	0
4	COc1ccc(CN2C(=O)C(C)Nc3ncnc(N4CCOCC4)c32)cc1 (stereo unspecified)	5	9	2	6	-1.0	3	0	-4	4	1
5	CCCCOc1ccc(CNC(=O)NS(=O)(=O)c2ccc(OCC(C)C)cc2)cc1	7	1	1	4	-1.7	2	-3	-4	7	3
6	Cc1nc2ccc([N+](=O)[O-])cc2s1	4	-4	-6	3	-2.4	-2	-3	-6	-3	2
7	CC1CC(=O)N(CC(=O)Nc2ccc3c(c2)OCCO3)c2ccccc2S1 (stereo unspecified)	7	-5	-1	-6	2.2	1	-1	18	-2	1
8	CCC(=O)NC(=S)NNC(=O)c1ccc([N+](=O)[O-])cc1	-10	1	-2	1	-2.4	1	-2	5	-1	4
9	CC(C)(C)C1CCC(OC(=O)CN2CCOCC2)CC1 (stereo unspecified)	4	0	-4	-9	-0.8	2	-1	-4	3	-1
10	COc1ccc(C(=O)OCC(=O)NC2CCCC2)cc1OC	6	3	2	0	0.7	2	-2	3	11	2

# Random excerpt: four compounds from above.
item	canonical_smiles	ASAP1 GAP inh	HTRA1 inhibitor	Rev-erbA mod	rCAG binder	PG9 Ab binder	GC-B act	SMARCA2 act	ARFGAP1 inh	mABHD4 FP	GC-A act
8	CCC(=O)NC(=S)NNC(=O)c1ccc([N+](=O)[O-])cc1	-10	1	-2	1	-2.4	1	-2	5	-1	4
3	O=C(NCC1CCCO1)c1cc2c(s1)CCCC2 (stereo unspecified)	1	2	5	3	-2.6	0	11*	-4	-21	0
5	CCCCOc1ccc(CNC(=O)NS(=O)(=O)c2ccc(OCC(C)C)cc2)cc1	7	1	1	4	-1.7	2	-3	-4	7	3
9	CC(C)(C)C1CCC(OC(=O)CN2CCOCC2)CC1 (stereo unspecified)	4	0	-4	-9	-0.8	2	-1	-4	3	-1

# Additional results follow.
item	canonical_smiles	ASAP1 GAP inh	HTRA1 inhibitor	Rev-erbA mod	rCAG binder	PG9 Ab binder	GC-B act	SMARCA2 act	ARFGAP1 inh	mABHD4 FP	GC-A act
11	COc1cccc(-c2nc(CS(=O)CC(=O)NCc3ccccc3)c(C)o2)c1 (stereo unspecified)	4	-12	6	0	-1.2	0	-1	2	0	-3
12	COc1ccc(/C=C2\SC(c3ccc(C)cc3)=NC2=O)cc1OC	3	-14	3	22	-2.8	-8	2	15	4	11
13	CC1CCC(O)(C(C(=O)O)c2ccccc2)CC1 (stereo unspecified)	8	13	-1	3	-1.2	0	-1	-2	0	1
14	NC(=O)C1CC(O)CN1c1nc(CN2CCOCC2)nc2scc(-c3ccccc3)c12 (stereo unspecified)	5	8	2	3	0.2	-4	-5	9	-7	-2
15	Cc1ccc(Cl)cc1-c1cc(C(=O)NCc2cccc(Cl)c2)[nH]n1	7	x	-2	6	-0.7	0	-1	6	-87	5
16	C/C(N)=C(/C#N)C(=O)CSc1cc(C)c2ccccc2n1	6	-4	0	-3	-1.1	0	1	2	-1	2
17	Nn1c(SCC(=O)N2CCCc3ccccc32)nnc1-c1ccc(Cl)cc1	0	-1	2	-4	1.1	-8	-2	-11	-3	-9
18	CCCNC(=S)N1CC2(C)CN(C(=O)C(=O)OC)CC(C)(C1)C2=O	-12	4	-1	-2	-0.1	1	2	6	-1	1
19	Cc1nc(-c2cccs2)sc1C(=O)NN	-9	-11	0	5	1.1	10	-2	-3	-3	0
20	COc1cccc(CNC(=O)CCS(=O)(=O)c2ccc3c(c2)NC(=O)C(C)S3)c1 (stereo unspecified)	-3	-5	-2	-3	-3.7	-1	0	1	2	-4
21	O=S(=O)(NC1CCCC1)c1ccc(S(=O)(=O)NC2CCCC2)cc1	-18	6	0	1	1.8	-1	-4	5	-2	1
22	O=C(N/N=C/c1ccncc1)c1ccccn1	-6	3	2	3	-1.2	3	3	13	-4	1
23	O=C(O)CN1C(c2ccccc2)=Nc2ccc(Br)cc2C1c1ccccc1 (stereo unspecified)	-2	5	4	1	0.6	0	0	4	1	0
24	O=C(O)C1(Nc2ccc(Br)cc2)CCCC1	5	1	5	7	0.0	0	-1	5	-9	2
25	O=C(Cc1ccccc1)NS(=O)(=O)c1ccc(N=NN2CCOCC2)cc1	-1	2	-1	6	-1.9	3	-1	-5	7	1
26	O=C(Nc1ccc2ccccc2c1)NC1CCCCN(Cc2cccc(Cl)c2)C1=O (stereo unspecified)	x	x	3	5	x	-5	1	x	6	-3
27	COc1cc2c(cc1OC)/C(=C/C(=O)c1ccc([N+](=O)[O-])c(C)c1)NCC2	19	-9	3	2	-0.8	-2	0	15	3	2
28	O=C(Nc1ccc(S(=O)(=O)N2CCN(Cc3ccccc3)CC2)cc1)c1cnccn1	-7	-13	1	1	-2.0	-3	-5	7	1	3
29	C=C(C)c1cccc(C(C)(C)NC(=O)Nc2cccnc2)c1	-1	3	-4	-5	1.5	1	-4	5	5	-2
30	Cc1cc(C)c(S(=O)(=O)Nc2ccc(O)cc2)c(C)c1	9	-9	2	0	1.0	5	-3	8	-1	2

# Grouped by structure, the compounds so far with bromine.
item	canonical_smiles	ASAP1 GAP inh	HTRA1 inhibitor	Rev-erbA mod	rCAG binder	PG9 Ab binder	GC-B act	SMARCA2 act	ARFGAP1 inh	mABHD4 FP	GC-A act
23	O=C(O)CN1C(c2ccccc2)=Nc2ccc(Br)cc2C1c1ccccc1 (stereo unspecified)	-2	5	4	1	0.6	0	0	4	1	0
24	O=C(O)C1(Nc2ccc(Br)cc2)CCCC1	5	1	5	7	0.0	0	-1	5	-9	2

# Next structures follow.
item	canonical_smiles	ASAP1 GAP inh	HTRA1 inhibitor	Rev-erbA mod	rCAG binder	PG9 Ab binder	GC-B act	SMARCA2 act	ARFGAP1 inh	mABHD4 FP	GC-A act
31	O=C(O)CN1C(=O)/C(=C/c2cccc(Cl)c2)Oc2ccccc21	-9	-12	2	52*	0.5	5	0	10	-14	-2
32	CC(=O)Nc1ccc(C(=O)NNC(=O)C2C3CCCCC32)cc1 (stereo unspecified)	4	2	-1	1	-3.2	4	-2	6	6	2
33	O=C(NCCCN1CCOCC1)c1cc(S(=O)(=O)N2CCOCC2)c(Cl)cc1Cl	12	3	1	0	-0.7	3	-1	-3	5	6
34	CC(C)CC1(C(=O)NCCc2c[nH]c3ccccc23)C=CCN1C(=O)c1ccccc1 (stereo unspecified)	4	-7	-3	-1	2.2	-6	0	10	3	-7
35	COc1cccc(CNC(=O)c2cccc(NC(=O)CC3SC(N4CCCCC4)=NC3=O)c2)c1 (stereo unspecified)	0	7	-6	4	1.8	0	-2	-3	4	0
36	CCN(CC)S(=O)(=O)c1ccc(NC(=O)c2ccc(N(C)S(C)(=O)=O)cc2)cc1	3	-12	-2	-2	7.7	10	-3	-7	-14	6
37	Cc1ccccc1NC(=O)COC(=O)COc1ccc2ccc(=O)oc2c1	-20	-2	-6	0	-1.6	-6	-4	11	2	-3
38	CSCCC(NC(=O)c1ccccc1Cl)C(=O)NCCOc1ccccc1 (stereo unspecified)	14	-2	-2	-2	0.4	0	1	3	3	-1
39	CCc1ccc(NC(=O)c2ccccc2Br)cc1	13	-7	2	-2	1.0	0	9.9*	16	-7	-1
40	FC(F)(F)c1cc(Cl)c2nc(-c3ccccc3)c(Cc3ccccc3)n2c1	0	x	-9	13	0.2	7	-2	6	-6	1
41	Cc1ccc(Sc2ncccc2C(=O)NC2CCCCCC2)cc1C	-6	6	7	0	-2.7	2	-4	5	0	-3
42	COCCn1c(SCC(=O)N(C)C2CCS(=O)(=O)C2)nc2ccccc2c1=O (stereo unspecified)	5	7	-3	-2	0.2	-6	-1	5	-8	-2
43	CC1(C)C(=O)Nc2ccccc2N1C(=O)COc1ccccc1C#N	-8	4	-5	13	0.2	1	-1	-10	15	-2
44	O=C(c1cccc(Cl)c1)C1CCCN(Cc2ccc(N3CCNC3=O)cc2)C1 (stereo unspecified)	-13	2	x	-5	-2.3	x	-2	-1	-6	x
45	Clc1ccc(C(c2ccccc2Cl)C(Cl)Cl)cc1 (stereo unspecified)	5	3	-3&1	0	0.2	7	-6	0	-10	5
46	O=C(Nc1cccc(S(=O)(=O)N2CCCCC2)c1)c1cc2ccccc2o1	-17	-64	10	7	-1.6	-1	-3	-2	-39	-3
47	CCOC(=O)C1=CN(CC)S(=O)(=O)NC1c1cccc(OC)c1 (stereo unspecified)	15	-2	0	1	-1.3	0	-5	4	-5	-1
48	COC(=O)/C=C/c1ccc2c(c1)S(=O)(=O)N(Cc1ccc(OC)cc1)[C@H]2CC(=O)OC	7	-8	2	7	-1.4	0	2	6	12	2
49	Cc1ccc(-n2c(=O)c3c4c(sc3n3c(=S)[nH]nc23)CCC4)cc1	-5	x	-2	4	-0.4	-4	-1	12	12	2

# Copied from the list:
# `CC1(C)C(=O)Nc2ccccc2N1C(=O)COc1ccccc1C#N` in PG9 Ab binder has 0.2
# `COCCn1c(SCC(=O)N(C)C2CCS(=O)(=O)C2)nc2ccccc2c1=O` (stereo unspecified) in PG9 Ab binder has 0.2
# `O=C(c1cccc(Cl)c1)C1CCCN(Cc2ccc(N3CCNC3=O)cc2)C1` (stereo unspecified) in PG9 Ab binder has -2.3
# `Clc1ccc(C(c2ccccc2Cl)C(Cl)Cl)cc1` (stereo unspecified) in rCAG binder has 0
